Source: PubChem BioAssay
SW480 rereplic: DNA re-replication induction in SW480 cells; 340,000 compounds, 1.8% hits; Potency, µM (series often up to 46.1 µM), inactives show top-dose re-replication activation, actives largely listed as activators; AID 624297; SW480 DNA re-replication, Hoechst DNA content imaging, 48 h; note: % of control where 0% means no effect; nearly all actives have a fitted effect of over 55% in size
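Per well, 250 cells were exposed to pinned compound for 48 hr. Nuclear DNA was visualised with Hoechst (40 min, 37 C) and total object intensity recorded by fluorescence scanning.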
HT1080 IDH1KD tx: toxicity to HT-1080 IDH1 knockdown cells (counter line) | HT-1080 IDH1 knockdown viability, ATP luminescence, 48 h | Potency, µM (highest dose often 46.1 µM), for inactives: top-dose activity, negative = toxicity, most hits filed as cytotoxic | 360,000 compounds, 2% hits | AID 686971;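 note: 0% = DMSO wells and -100% = cell-free medium wells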
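IDH1KD HT-1080 cells, 750/well, RPMI + 5% FBS; compound pinned after 2 h settling; 48 h, 37 °C; CellTiter-Glo luminescence; % activity normalised to DMSO and no-cell wells; curves fitted, classed by r2 and efficacy.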
TDP-43 yeast inh: inhibitors of TDP-43 toxicity in yeast | TDP-43 expressing yeast growth rescue, BacTiter-Glo, 24 h | Potency, µM (series often up to 46.1 µM), inactives show top-dose growth rescue (activation), usual class: activators | 410,000 compounds, 1.8% hits | AID 652104; note: % of control where 0% means no effect; nearly all actives have a fitted effect of over 50% in size
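Readout is BacTiter-Glo luminescence of cell growth, so inhibitors register as activators. TDP-43-expressing yeast at OD600=0.02 in galactose medium, after raffinose pregrowth to mid-log, were incubated with compound for 24 hr at 30 deg C.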
GLP1R inv ag: acts as inverse agonist at human GLP-1 receptor. HEK293 GLP-1R CRE-luciferase, luminescence, 24 h; GLP-1R form is constitutively active. Potency, µM (doses to about 38.3 µM), for inactives: at the top dose activity change, negative = inhibition, most hits filed as inhibitors. 410,000 compounds, 1.6% hits; note: % is set by controls: 0 for no effect and ±100 for the full control effect; nearly all actives have a fitted effect of over 55% in size
Target sequence (P43220 whole entry, looked up): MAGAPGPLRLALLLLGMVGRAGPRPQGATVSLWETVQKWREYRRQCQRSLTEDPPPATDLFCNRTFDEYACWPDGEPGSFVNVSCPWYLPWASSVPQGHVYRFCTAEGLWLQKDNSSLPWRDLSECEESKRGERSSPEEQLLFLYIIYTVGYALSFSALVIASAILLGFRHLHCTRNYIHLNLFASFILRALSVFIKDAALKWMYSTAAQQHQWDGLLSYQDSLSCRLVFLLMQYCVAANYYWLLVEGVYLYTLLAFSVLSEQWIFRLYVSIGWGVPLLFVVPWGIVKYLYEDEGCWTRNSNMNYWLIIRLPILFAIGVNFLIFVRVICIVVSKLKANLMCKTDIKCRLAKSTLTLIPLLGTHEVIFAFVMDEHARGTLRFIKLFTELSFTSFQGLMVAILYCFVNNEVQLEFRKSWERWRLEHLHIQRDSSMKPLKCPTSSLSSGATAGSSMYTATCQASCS
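Using stably transfected HEK293 (constitutively active GLP-1R, cAMP-luciferase reporter), compounds were incubated 24 hr and luciferase measured by luminescence.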
HEK293 tox: cytotoxicity in counter-screen for GLP-1R inverse agonists. 410,000 compounds, 0.13% hits. AID 624418. HEK293 cAMP-luciferase reporter cells, luminescence, 24 h. Potency, µM (series often up to 38.3 µM), for inactives: at the highest dose activity change, negative = inhibition, usual class: inhibitors;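 note: loss of luciferase light is scored as toxicity; % is set by controls: 0 for no effect and ±100 for the full control effect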
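Seeding density was 200 cells/uL; after overnight-length (12 h) culture, 23 nL compounds went on for 24 h at 37 °C. Readout used a luciferase detection reagent, luminescence taken after 12 min at room temperature.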
GLP1R ag: GLP-1 receptor (human) agonism; Potency, µM (top dose mostly 45.6 µM), for the others: top-dose activation, hits mostly activators; HEK293 GLP-1R CRE-luciferase, luminescence, 4-6 h; cells express a hypersensitive GLP-1R form; AID 624172; 380,000 compounds, 0.007% hits; P43220; note: % of control where 0% means no effect
KB-3-1 tox: kills parental KB-3-1 adenocarcinoma cells; KB-3-1 viability, CellTiter-Glo ATP luminescence, 72 h; Potency, µM (top dose mostly 46.1 µM), for the others: at the top dose activity change, negative = cytotoxic, most hits filed as cytotoxic; 400,000 compounds, 1.4% hits; note: % is set by controls: 0 for no effect and ±100 for the full control effect; nearly all actives have a fitted effect of over 60% in size
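KB-3-1 parental drug-naive adenocarcinoma cells in DMEM/10% FBS, incubated 72 h at 37 C with pin-transferred compounds across a concentration series. Viability by CellTiter-Glo luminescence; concentration-response curves fitted after normalization.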
KB-V1 cytotox: KB-V1 MDR subline cytotoxicity; KB-V1 MDR cells viability, CellTiter-Glo, 72 h; Potency, µM (titrated, usually from 46.1 µM), for inactives: at the highest dose activity change, negative = cytotoxicity, usual class: cytotoxic; 400,000 compounds, 3.4% hits; AID 1347076; note: % is set by controls: 0 for no effect and ±100 for the full control effect; nearly all actives have a fitted effect of over 60% in size
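Drug-selected KB-V1 cells, grown in DMEM lacking phenol red with 10% FBS, receive compound titrations; after three days at 37 degrees C, surviving cell ATP is quantified by CellTiter-Glo luminescence and responses normalized and curve-fitted.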
HT1080NT lethal: kills 2HG-producing HT-1080-NT fibrosarcoma cells; HT-1080-NT fibrosarcoma viability, CellTiter-Glo ATP luminescence, 48 h; Potency, µM (series often up to 46.1 µM), without a hit: at the top dose activity, negative = less viability, usual class: cytotoxic; 360,000 compounds, 1.6% hits; AID 686970;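 note: NT is the 2HG producing partner of a matched IDH1 knockdown line; 0% = DMSO-treated cells and -100% = media-only wells without cells; nearly all actives have a fitted effect of over 55% in size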
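750 cells/well, RPMI + 5% FBS; 2 h settle, compound pin-transfer, 48 h at 37 degrees C. CellTiter-Glo 10 min RT, luminescence. Normalized to DMSO and media-only wells.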
Starred values were filed as active, the others as inactive; u = inconclusive; x = not tested or not shown; & = joins results of further samples; [ ] = another dose, or the depositor's remark. Calls come from the whole dose curve; as a rule, active = well fitted curve in the direction sought with a large enough effect; inconclusive = small, poorly fitted or top-dose-only effect, or another doubt; inactive = no such curve, though single readings can be large; an effect the other way counts as inactive or inconclusive. Potency is the fitted concentration of half-maximal effect. Hits appear at their usual frequency. About 9.4% of those tested had a hit in this group.

The line under a structure holds: HEK293 tox, HT1080 IDH1KD tx, GLP1R ag, SW480 rereplic, TDP-43 yeast inh, HT1080NT lethal, KB-3-1 tox, GLP1R inv ag, KB-V1 cytotox
> CCCCN1C(=O)C(CC(=O)NCC2CCCCC2)CC(C(=O)N(C(C)C)C(C)C)=C1C (stereo not given)
  2%, -9%, 4%, x, 16%, -11%, 10%, -23%, -12%
> CC(/C=N/NC(=O)c1ccc(Br)cc1)=C\c1ccccc1
  -18%, -27%, 0%, -2%, -2%, -26%, 1%, -11%, -18%
> CCc1ccc(NC(=O)CC(NCc2cccnc2)C(=O)O)cc1 (stereo not given)
  11%, x, x, x, 21%[9.22 µM], x, 10%, 1%, 0%
> Cc1cc(N2CCCCC2)nc(N2CCCCC2)n1
  7%, 2%, 7%, -5%, 16%, 5%, -6%, 9%, 2%
> NS(=O)(=O)c1cccc(NC(=O)CSc2nnc(C3CC3)n2-c2ccccc2)c1
  -6%, -11%, 4%, 9%, -3%, -13%, 7%, 6%, u
> COc1ccccc1N1CCN(C2CCN(C(=O)c3ccc(F)cc3)CC2)CC1
  -6%, 9%, -3%, 1%, 17%, 14%, -3%, 3%, -7%
> O=C(Nc1nnc([C@@H]2C[C@H](O)[C@@H](CO)O2)s1)NC(c1ccccc1)c1ccccc1
  6%, -15%, -7%, x, 8%, -28%, 0%, u, 6%
> COc1cc(/C(C)=N\NC(=O)CSc2nc3ccccc3n2C)ccc1O
  -14%, -11%, 11%, -3%, 3%, -19%, 4%, 88%[activator], 0%
> O=C1C2CCCN2C(=O)N1CCCN1CCN(c2cccc(Br)c2)CC1 (stereo not given)
  -10%, -2%, -4%, 14%, 7%, -5%, -2%, -17%, -13%
> CCOC(=O)C1=C(N)N2C(=O)C(C)SC2=C(C(=O)OCC)C1c1ccccc1 (stereo not given)
  2%, 6%, -16%, -1%, 22%, 6%, 9%, 0%, 2%
> CCN(CC)S(=O)(=O)c1cccc(-c2n[nH]c(=S)n2CC(C)C)c1
  9%, -3%, 2%, 6%, -20%, 3%, -1%, -1%, u
> CCn1c(C)nc2cc(C(=O)N/N=C/c3ccc(O)c(O)c3O)ccc21
  3%, -13%, -3%, -2%, -12%, -13%, 17%, 8%, 1%
> Nc1ccc(S(=O)(=O)c2ccc(NC(=O)c3cccnc3)cc2)cc1
  4%, -4%, 10%, 10%, -8%, -6%, -1%, 8%, 11%
> CC(C)(C)C1CCc2c(sc(NC(=O)CSc3ncn[nH]3)c2C#N)C1 (stereo not given)
  -14%, 11µM*, u, u, 8%, 11µM*, u, 20%, 16µM*
> COC(=O)C1=C(CN2CCCc3ccccc32)NC(=O)NC1c1ccc(F)cc1 (stereo not given)
  2%, u, -1%, -1%, -15%, u, 0%, 0%, -14%
> COc1ccc(C(=O)OCC(=O)Nc2nc3c(F)c(F)c(F)cc3s2)cc1OC
  -7%[0.307 µM], 17%, -12%, -1%, 14%, u, -1%, -8%[0.307 µM], 1%
> CCOC(=O)c1c(NC(=O)COC(=O)CCCOc2ccc(OC)cc2)sc(C(=O)NC)c1C
  -16%, 0%, -8%, -56%[inhibitor], -6%, 3%, 12%, 21%, 29%
> Cc1ccccc1NC(=O)c1ccc2c(c1)CCN2S(C)(=O)=O
  9%, 14%, -8%, -11%, 13%, 6%, 2%, 13%, 0%
> Cn1cnnc1SCC(=O)Nc1ccc(S(=O)(=O)N2CCOCC2)cc1
  1%, 2%, -3%, -9%, -3%, 0%, x, 9%, x
> COc1ccccc1N1CCN(C(=O)c2[nH]c(C(F)(F)F)nc2-c2ccccc2)CC1
  u, 0.82µM*, 12%, x, 24%, 1.3µM*, 5.8µM*, u, u
> Cc1ccc(S(=O)(=O)N2CCN(C(=O)c3ccc(N4CCCCC4)c([N+](=O)[O-])c3)CC2)cc1
  -3%, 5%, 13%, -6%, -1%, 14%, -5%, 19%, 0%
> Cc1ccc(S(=O)(=O)N(CC(=O)NCCSCc2ccco2)c2cc(C)ccc2C)cc1
  2%, -10%, 0%, 2%[9.22 µM], -9%, -20%, u, 11µM*, u
> CC(C)(OC(=O)c1cccs1)c1cc2ccccc2c(=O)o1
  2%, 9%, 9%, -2%, 17%, 0%, 0%, 23%, 0%
> CCCc1nc2c(sc3nc4c(cc32)COC(C)(C)C4)c(=O)n1CCN(CC)CC
  0%[0.307 µM], 8%, -1%, -8%, 1%, 23%, -4%, -9%[0.307 µM], 2%
> NNC(=O)c1cc(-c2ccc(O)cc2)nc2ccc(Br)cc12
  -25%, 1%, -4%, -4%, 3%, 0%, 0%, -27%, 13%
> Cc1ccc(S(=O)(=O)N2CCN(C(=O)c3cccc(F)c3)CC2)cc1
  12%, 0%, 5%, 6%, -1%, -1%, -1%, 7%, -2%
> Cc1cccc(N2CCN(C(=S)Nc3ccc4nc5n(c(=O)c4c3)CCCCC5)CC2)c1C
  0%, -6%, -1%, u, -18%, -6%, u, u, u
> COc1ccc(CN(C(=O)CSc2nnc(-c3ccc(F)cc3)o2)c2ccc(F)cc2)cc1
  4%, -7%, 5%, 0%, -14%, 1%, 11%, -15%, 21µM*
> COc1ccc(-c2ccc(SCC(=O)N3CCOCC3)nn2)cc1
  -28%, 3%, 1%, -11%, -20%, 16%, 15%, -20%, u
> O=c1oc(-c2ccc([N+](=O)[O-])cc2)nc2ccccc12
  -4%, 13%, 6%, u, 8%, 15%, 0%, 9%, -14%
> Cc1nn(-c2ccccc2)nc1C(=O)NNC(=O)c1cccc2ccccc12
  5%, -3%, -1%, 29%, 25%, -4%, -1%, -17%, -5%
> Cc1[nH]c2ccccc2c1C(=O)CSC(=S)N(C)C
  8%, -1%, 0%, 10%, -5%, 0%, -3%, 1%, u
> O=C(NNC(=O)c1ccccc1Br)c1ccc2nc[nH]c2c1
  -6%, -2%, -3%, 2%, -3%, 22%, -3%, 2%, -11%
> CSc1ccc(C(O)c2ncc(-c3cccc(F)c3)[nH]2)cc1 (stereo not given)
  3%, -13%, 7%, x, 24%, 4%, 0%, -10%, 3%
> CC1CC(C)CN(C(=O)C2CC(=O)N(c3ccc(F)cc3)C2)C1 (stereo not given)
  -3%, 1%, 8%, -26%, 2%, 12%, 0%, u, -9%
> CC1CCC/C(=C\Nc2ccc(C(=O)O)c(O)c2)C1=O (stereo not given)
  -2%, 1%, 5%, 29%, 0%, 11%, -3%, 49%[activator], 3%
> COCCCNC(=O)CSc1c2c(nc3ccc(Cl)cc13)CCCC2
  -33%&-14%, u, 8%, 0%, u, u, 0%, 13%&-2%, -10%
> O=S(=O)(NC1=NCCC1)c1ccc(F)cc1
  8%, 1%, -9%, 0%, -11%, 9%, 8%, 3%, 4%
> CN(C)C1=NCCN1CCC1CCCC1
  -28%, -1%, 7%, -23%, 15%, 0%, -3%, 8%, 12%
> CC1(C)N=c2ccc([N+](=O)[O-])c(N)c2=[N+]1[O-]
  -30%, -25%, -5%, 16%, 0%, u, -29%, 7%, u
> CCOC(=O)N1CCN(S(=O)(=O)c2ccc(OCC)cc2)CC1
  3%, 12%, -2%, -2%, -19%, 2%, -16%, 14%, 16µM*
> C=CCn1c(SCc2ccc(F)cc2)nnc1-c1sc2nc(C)cc(C)c2c1N
  -3%, 2%, 17%, 10%, -12%[1.82 µM], 7%, 2%, 12%, 9%
> Cc1c(C(=O)N2CCCCC2)c(S(=O)(=O)NCCc2ccccc2)c(C)n1C
  -3%, 23%, -6%, -5%, 5%, 12%, 4%, -3%, 10%
> COC(=O)c1ccc(C(=O)N(C)C2CCCN(Cc3ccccc3F)C2)nc1 (stereo not given)
  1%, 7%, 1%, -2%, 2%, 5%, 17%, -2%, 2%
> Nc1nc(NCC2CCCO2)nc(Nc2ccc(Cl)cc2)c1[N+](=O)[O-] (stereo not given)
  -9%, 23%, 16%, u, 11%, 0%, 9%, 6%, -23%
> COc1ccc(N(CC(=O)NCCc2ccccc2)C(=O)CCC(=O)Nc2nccs2)c(OC)c1
  -1%, -5%, 8%, 1%, 17%, -22%, 4%, -28%, -16%
> O=C(COc1ccccc1)N(Cc1cccnc1)c1nc2c(F)cc(F)cc2s1
  3%, x, x, x, 21%, x, 2%, 4%, 0%
> CCN(CC(=O)NCc1ccc(Cl)cc1)C(=O)c1cc(OC)cc(OC)c1
  3%, -17%, 9%, 0%, 2%, -1%, 6%, -29%, u
> Cc1ccccc1C(=O)Nc1ccc(S(=O)(=O)N2CCOCC2)cc1
  6%, 17%, 1%, -6%, 16%, 11%, -7%, 39%[activator], 25%
> Cc1nnc(SC(C)C(=O)NCC2CCCO2)n1-c1ccccc1 (stereo not given)
  3%, 11%, -5%, -6%, -18%, 6%, 3%, 9%, 14%

Record cards, from the list above:
`COc1ccc(C(=O)OCC(=O)Nc2nc3c(F)c(F)c(F)cc3s2)cc1OC` is listed with HEK293 tox = -7%[0.307 µM]; HT1080 IDH1KD tx = 17%; GLP1R ag = -12%; SW480 rereplic = -1%; TDP-43 yeast inh = 14%; HT1080NT lethal = u; KB-3-1 tox = -1%; GLP1R inv ag = -8%[0.307 µM]; KB-V1 cytotox = 1%
`Cc1cccc(N2CCN(C(=S)Nc3ccc4nc5n(c(=O)c4c3)CCCCC5)CC2)c1C` is listed with HEK293 tox = 0%; HT1080 IDH1KD tx = -6%; GLP1R ag = -1%; SW480 rereplic = u; TDP-43 yeast inh = -18%; HT1080NT lethal = -6%; KB-3-1 tox = u; GLP1R inv ag = u; KB-V1 cytotox = u
